ERp5 block: inhibitors of ERp5-driven insulin aggregation, primary screen, biochemical, turbidity, absorbance 650 nm, single point | Protein disulfide-isomerase A6 (Homo sapiens), Q15084 | 90 min | inhibition, % at 9.99 µM | 350,000 tested, 0.05% active | AID 651711, 2012;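 active = mean replicate inhibition above about 25%, with every replicate also reaching it, limit read from the data, passing the limit was not always enough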
Target sequence (Q15084 whole entry, looked up): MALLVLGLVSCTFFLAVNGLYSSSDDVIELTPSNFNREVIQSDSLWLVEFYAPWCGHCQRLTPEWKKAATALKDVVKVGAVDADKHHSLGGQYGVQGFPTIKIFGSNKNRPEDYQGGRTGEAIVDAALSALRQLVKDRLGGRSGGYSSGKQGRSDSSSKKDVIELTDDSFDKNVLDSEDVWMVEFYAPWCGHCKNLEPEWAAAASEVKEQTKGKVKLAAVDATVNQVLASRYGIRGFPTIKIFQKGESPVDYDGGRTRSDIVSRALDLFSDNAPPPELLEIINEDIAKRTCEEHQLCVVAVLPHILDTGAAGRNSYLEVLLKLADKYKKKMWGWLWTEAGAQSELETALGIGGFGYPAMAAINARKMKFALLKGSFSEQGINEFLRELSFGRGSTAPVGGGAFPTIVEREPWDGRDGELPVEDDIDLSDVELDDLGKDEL
RAD54 inh: inhibitors of human RAD54 branch migration, primary screen, biochemical, fluorescence, single point | DNA repair and recombination protein RAD54-like (Homo sapiens), Q92698 | RAD54 Holliday junction branch migration, FAM/BHQ fluorescence | inhibition, % at 10.4 µM | 360,000 tested, 0.14% active | AID 602329, 2012;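 active = mean normalized replicate activity at least 40 and at least half of replicates scoring 40 or more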;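 note: 0% = median of neutral control wells and 100% = median of positive control wells; inhibitors cause a drop in the FAM fluorescence signal; in these data hits start at about 50%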
CASP6 VEID inh: human caspase-6 inhibitors, primary screen, biochemical, VEID-R110 fluorescence, single point, set 2; P55212; purified caspase-6, Z-VEID-R110 cleavage fluorescence; inhibition, % at 12.5 µM; 350,000 tested, 0.53% active; AID 686996, 2013;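 active = mean inhibition across replicates at least about 35%, with every replicate also reaching that limit, limit read from the data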;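 note: 0% = median of neutral control wells and 100% = no fluorescence left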
E-sel inducer: E-selectin induction in HUVECs, primary screen, imaging, HUVEC, immunofluorescence imaging, single point. P16581. normalized: neutral wells 0, TNF-alpha wells 100. activation, % at 7.58 µM. 260,000 tested, 0.37% active;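 active = mean E-selectin-positive cell signal at least 10% of the positive control, reached in at least 60% of replicates, without over 20% cell loss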;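 note: in these data hits start at about 27%; measured in HUVEC primary endothelial cells; signal is the percent of cells scored E-selectin positive by PE staining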
Target sequence (P16581 whole entry, looked up): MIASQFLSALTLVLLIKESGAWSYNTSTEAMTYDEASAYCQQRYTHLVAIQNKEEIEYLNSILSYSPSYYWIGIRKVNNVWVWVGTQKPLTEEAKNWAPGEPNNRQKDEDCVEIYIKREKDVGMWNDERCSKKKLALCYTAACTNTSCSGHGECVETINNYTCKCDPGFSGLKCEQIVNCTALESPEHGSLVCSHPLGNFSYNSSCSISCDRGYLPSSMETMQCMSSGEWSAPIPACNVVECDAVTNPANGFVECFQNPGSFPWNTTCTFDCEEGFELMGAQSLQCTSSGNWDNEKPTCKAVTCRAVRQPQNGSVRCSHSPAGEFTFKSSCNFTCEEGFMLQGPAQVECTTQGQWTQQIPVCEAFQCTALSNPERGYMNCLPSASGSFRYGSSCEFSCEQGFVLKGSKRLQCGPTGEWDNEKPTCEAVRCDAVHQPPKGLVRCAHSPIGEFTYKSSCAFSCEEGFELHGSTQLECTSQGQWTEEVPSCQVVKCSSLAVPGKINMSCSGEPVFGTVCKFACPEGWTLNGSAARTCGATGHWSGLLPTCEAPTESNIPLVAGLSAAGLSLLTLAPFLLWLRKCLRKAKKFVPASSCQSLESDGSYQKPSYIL
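Test system – human umbilical vein endothelial cells (HUVEC), E-selectin induction · Input – 3,000 HUVEC seeded per well · Buffer or medium – EGM-2, gelatin · Compound dosing – single-point compound dose · Detection – immunofluorescence imaging · Measure – percent E-selectin-positive cells · Controls – TNF-alpha high, DMSO low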
PglD DTNB: C. jejuni PglD acetyltransferase inhibitors, primary screen, biochemical, DTNB colorimetric, single point. purified PglD enzyme, DTNB colorimetric CoA detection. inhibition, % at 12.5 µM. 360,000 tested, 0.098% active. AID 602405, 2012; in the data active = inhibition above about 16%, passing the limit was not always enough; note: strong numbers were not always called active
ARNT-TACC3 inh: disruptors of ARNT/TACC3 protein interaction, primary screen, biochemical, AlphaScreen, single concentration; 390,000 tested, 0.66% active; inhibition, % at 9.99 µM; Transforming acidic coiled-coil-containing protein 3 (Homo sapiens), Q9Y6A5; AlphaScreen His-ARNT PAS-B/GST-TACC3 binding, luminescence; TACC3 fragment carries E629A point mutation;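 active = mean inhibition of replicates at least 50% and at least half of replicates each reaching 50%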;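 note: 0% = complete ARNT plus TACC3 wells and 100% = ARNT alone without TACC3; many hits fall short of the cut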
RAD52 inh: RAD52 DNA annealing inhibitors, primary screen, biochemical, FRET, single point, set 2 | inhibition, % at 18.7 µM | DNA repair protein RAD52 homolog (Homo sapiens), P43351 | recombinant RAD52 DNA annealing, FRET fluorescence | 360,000 tested, 0.46% active;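 active = every replicate showing at least 50% inhibition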
esBAF inh: Bmi1 luciferase reporter increase in mESCs, primary screen, esBAF inhibitor project, mouse ES cells, Bmi1 luciferase knock-in, single point; 24 h; 100% = twice the neutral-well signal; reporter increase, % at 12.5 µM; 350,000 tested, 2% active; AID 602393, 2012; in the data active = activation above about 40%;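 note: 0% = median of the plate's neutral control wells and 100% = double that signal; a rise in the Bmi1 reporter signal indicates esBAF inhibition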
* = called active by the depositor; . = no result given.

Screens in order: ERp5 block | RAD54 inh | CASP6 VEID inh | E-sel inducer | PglD DTNB | ARNT-TACC3 inh | RAD52 inh | esBAF inh
(1) Cc1ccc(NC(=O)c2ccccc2NC(=O)c2cccs2)cc1
    6 | 14 | 6 | 19 | -1 | . | -11 | 18
(2) O=C(CCC(=O)N1CCOc2ccc(Cl)cc21)NCCCN1CCN(c2ccccc2F)CC1
    1 | -2 | -2 | 3.3 | -5 | 7 | -2 | -3
(3) CC(=O)c1ccc(OCc2cccc(C(F)(F)F)c2)cc1O
    -4 | . | -1 | 0.9 | . | -4 | -10 | 23
(4) C/C(Cc1ccccc1)=N\NC(=O)CNC(=O)c1ccc(C(C)(C)C)cc1
    2 | . | 2 | . | . | -6 | -7 | .
(5) COc1ccccc1C#Cc1ccc([C@@H]2[C@H]3CN(S(C)(=O)=O)CCCCN3[C@H]2CO)cc1
    2 | -7 | 1 | -0.5 | -9 | 0 | -26 | 1
(6) N[C@@H](Cc1ccccc1)C(=O)N1CCC(C(=O)NCC(=O)Nc2ccc(F)cc2)CC1
    0 | . | -4 | . | . | -6 | -37 | .
(7) Cc1ccccc1C(=O)N1CCC(C(=O)NC2CCCCC2)CC1
    6 | -1 | 1 | . | 2 | -3 | -10 | -5
(8) CC(=O)N(C)C[C@H]1[C@H](c2ccc(C3=CCCC3)cc2)[C@H](CO)N1CC1CC1
    . | -6 | . | 0.2 | 0 | 1 | . | -2
(9) C[C@@H]1CCCCO[C@H](CN(C)C(=O)CCCN(C)C)[C@@H](C)CN([C@H](C)CO)C(=O)c2cc(NS(=O)(=O)c3cn(C)cn3)ccc2O1
    -2 | 0 | 1 | -0.1 | 1 | -11 | -2 | 4
(10) O=C(NC1CCCCC1)c1cccnc1C(=O)O
    . | 5 | . | . | -3 | 13 | . | 6
(11) CSc1sc(C(=O)NN)c2c1C1(CCC2)SCCS1
    6 | 12 | -3 | . | -4 | -1 | -44 | .
(12) COc1cc(/C=C/C(=O)c2c(O)ccc3c(C)cc(=O)oc23)ccc1O
    . | -1 | . | . | -2 | -1 | . | 14
(13) Cc1ccc(S(=O)(=O)c2ccc(Cl)cc2)cc1S(N)(=O)=O
    3 | -3 | 4 | 0.2 | 2 | -4 | -17 | 1
(14) O=C(c1ccco1)N1CCN(C(c2ccc(F)cc2)c2nnnn2CC2CCCO2)CC1 (centres undefined)
    . | -7 | . | . | -4 | -4 | . | 2
(15) O=C(CCC(=O)N1CCN(S(=O)(=O)c2ccccc2)CC1)c1cccs1
    . | -2 | . | 0.0 | 5 | -5 | . | 7
(16) Cc1ccc(F)cc1C(=O)N1CCCC(c2cc(C(=O)NCc3ccccc3)no2)C1 (centres undefined)
    5 | 5 | 0 | 0.1 | -2 | . | -19 | -5
(17) Cc1ccc(NC(=O)c2cc3cccc([N+](=O)[O-])c3[nH]2)cc1
    5 | . | 0 | . | . | 2 | -9 | .
(18) COc1ccc(Nc2nc(C(=O)NCCCN3CCOCC3)cs2)cc1
    . | 10 | . | . | 6 | 14 | . | 1
(19) O=S(=O)(Nc1ccccc1OC(F)F)c1ccc(S(=O)(=O)N2CCCC2)cc1
    2 | -15 | -3 | . | -2 | -3 | -12 | -2
(20) O=C(c1cccc(F)c1)N1CCCCN2[C@@H](CO)[C@@H](c3ccc(C#CC4(O)CCCC4)cc3)[C@@H]2C1
    1 | 5 | 2 | 1.0 | -35 | -8 | -11 | 7

A draw from above in order of SMILES length, low to high:
Screens in order: ERp5 block | RAD54 inh | CASP6 VEID inh | E-sel inducer | PglD DTNB | ARNT-TACC3 inh | RAD52 inh | esBAF inh
(3) CC(=O)c1ccc(OCc2cccc(C(F)(F)F)c2)cc1O
    -4 | . | -1 | 0.9 | . | -4 | -10 | 23
(13) Cc1ccc(S(=O)(=O)c2ccc(Cl)cc2)cc1S(N)(=O)=O
    3 | -3 | 4 | 0.2 | 2 | -4 | -17 | 1
(14) O=C(c1ccco1)N1CCN(C(c2ccc(F)cc2)c2nnnn2CC2CCCO2)CC1 (centres undefined)
    . | -7 | . | . | -4 | -4 | . | 2
(20) O=C(c1cccc(F)c1)N1CCCCN2[C@@H](CO)[C@@H](c3ccc(C#CC4(O)CCCC4)cc3)[C@@H]2C1
    1 | 5 | 2 | 1.0 | -35 | -8 | -11 | 7

Whole records, looked up by structure:
O=C(c1cccc(F)c1)N1CCCCN2[C@@H](CO)[C@@H](c3ccc(C#CC4(O)CCCC4)cc3)[C@@H]2C1 is listed as ERp5 block: 1; RAD54 inh: 5; CASP6 VEID inh: 2; E-sel inducer: 1.0; PglD DTNB: -35; ARNT-TACC3 inh: -8; RAD52 inh: -11; esBAF inh: 7
O=C(CCC(=O)N1CCN(S(=O)(=O)c2ccccc2)CC1)c1cccs1 is listed as ERp5 block: .; RAD54 inh: -2; CASP6 VEID inh: .; E-sel inducer: 0.0; PglD DTNB: 5; ARNT-TACC3 inh: -5; RAD52 inh: .; esBAF inh: 7

Continued.
Screens in order: ERp5 block | RAD54 inh | CASP6 VEID inh | E-sel inducer | PglD DTNB | ARNT-TACC3 inh | RAD52 inh | esBAF inh
(21) NS(=O)(=O)c1ccc(CCNC/C=C/c2ccccc2)cc1
    1 | -12 | -2 | 0.0 | 3 | -3 | 0 | -6
(22) Cc1cc(Nc2ccc(Cl)cc2)nc(-c2ccccc2O)n1
    3 | 7 | -5 | 2.3 | -1 | -22 | -18 | 11
(23) CCc1nnc(NC(=O)C2CCN(C(=O)NC3CCCCC3)CC2)s1
    . | 0 | . | . | -2 | -12 | . | -3
(24) CCN(CC)C(=O)COc1ccc(/C(C)=N/NC(=O)c2ccccc2O)cc1
    3 | . | 38* | -0.2 | . | 9 | 6 | .
(25) Cc1cc(C)cc(N2CC(C)(C)C2=O)c1
    -3 | . | -3 | . | . | -8 | -12 | .
(26) COc1ccccc1Cc1c(-c2ccc(C)cc2)nc2c(C)cc(Br)cn12
    0 | -5 | -3 | . | -4 | . | -27 | 3
(27) COCC#Cc1ccc2c(c1)O[C@@H](CN(C)Cc1ccc(F)cc1)[C@@H](C)CN([C@@H](C)CO)S2(=O)=O
    -4 | 1 | -2 | 0.0 | -2 | 18 | -4 | -1
(28) CCOc1ccc(N(CC(=O)Nc2ccc(Br)cc2)S(C)(=O)=O)cc1
    -4 | 7 | 7 | 0.0 | -6 | -4 | -3 | 30
(29) CCOc1ccc(/C=N/NC(=O)c2cccc3ccccc23)c(OCC)c1
    2 | -5 | -2 | 0.0 | 7 | . | -27 | -8
(30) O=C(NCCC(=O)N1CCN(c2ccccc2F)CC1)c1ccco1
    -4 | 0 | 1 | 0.2 | 0 | -5 | 0 | 32
(31) Cc1cccc(OC(C)C(=O)N(Cc2cccs2)C2CCS(=O)(=O)C2)c1C (centres undefined)
    . | 2 | . | . | 3 | -8 | . | 3
(32) CCCCc1nnc(NC(=O)CCSc2ccccc2)s1
    . | 3 | . | . | -2 | -1 | . | 0
(33) CCOc1ncccc1C(=O)N1CCN(c2ccc(C(F)(F)F)cn2)CC1
    5 | . | 0 | -0.6 | . | -4 | 1 | .
(34) Cc1ccccc1C1NC(=O)Cc2ccccc21 (centres undefined)
    . | 5 | . | . | 5 | 2 | . | 0
(35) O=S(=O)(c1cccc(F)c1)N1CC[C@H]2[C@H](CO)Nc3ccc(C#Cc4ccccc4F)cc3[C@H]21
    0 | -6 | -2 | 0.6 | 1 | -4 | -2 | 4
(36) CCOC(=O)[C@H]1[C@H]2COc3ccccc3[C@@H]2N2C(=O)CNC(=O)[C@@]12C
    -4 | 6 | -5 | 0.1 | 1 | . | -5 | -5
(37) COCCNC(=O)C1(C)CCN(Cc2ccc(C(C)C)cc2)C1 (centres undefined)
    2 | 12 | -1 | . | -4 | . | -5 | -3
(38) Cc1ccc(N(C(=O)c2snc(C(N)=O)c2N)C(C(=O)NC2CCCC2)c2ccc(C)o2)cc1 (centres undefined)
    0 | -4 | -2 | . | -2 | 0 | 3 | 10
(39) COc1ccc(C[C@H]2CN3C(=NC[C@@H]3Cc3ccc(O)cc3)N2C[C@H](C)NC(=O)CCC2CCCCC2)cc1
    -5 | 4 | 6 | 0.0 | -1 | 7 | 38 | -9
(40) C[C@H](CO)N1C[C@H](C)[C@@H](CN(C)C(=O)c2cccnc2)Oc2ncc(-c3ccc(C#N)cc3)cc2C1=O
    0 | -2 | . | -0.2 | 0 | -10 | -9 | -10
(41) O=C(Nc1cc(S(=O)(=O)N2CCOCC2)ccc1N1CCOCC1)c1cccs1
    -14 | 2 | -2 | . | -9 | . | -10 | -11
(42) COc1ccc(O)c(/C=N/c2sc(C)c(C)c2C#N)c1
    . | -10 | . | . | -1 | 1 | . | 3
(43) COC(=O)C[C@@H]1C[C@H]2c3cc(NC(=O)C4CCOCC4)ccc3O[C@H]2[C@H](CO)O1
    -3 | 0 | 4 | -0.2 | -3 | 2 | 2 | 1
(44) CO[C@@H]1CN(C)C(=O)c2cc(NC(=O)Nc3ccccc3)ccc2OC[C@H](C)N(C(=O)CN(C)C)C[C@@H]1C
    -4 | 1 | 1 | 0.1 | 0 | -5 | 3 | 3
(45) COc1ccc2c(c1)OC[C@H]1[C@H]2N2C(=O)[C@H](C)NC(=O)[C@@]2(C)[C@H]1c1ccccc1
    2 | -2 | 2 | 0.3 | 3 | -4 | -8 | -1
(46) O=C(C[C@@H]1CC[C@H](NC(=O)C2CC2)[C@@H](CO)O1)NC1CCC1
    5 | 4 | 1 | 0.8 | 1 | -8 | -2 | 0
(47) O=[N+]([O-])c1ccc(OCc2n[nH]c(=S)n2-c2ccccc2)cc1
    5 | -20 | 2 | 4.9 | 5 | -6 | -9 | -6
(48) Cc1ccc(S(=O)(=O)Nc2cccc3c2O[C@H](CN(C)S(=O)(=O)c2ccccc2)[C@H](C)CN([C@H](C)CO)C3=O)cc1
    -2 | -5 | 0 | -0.3 | 2 | -2 | 7 | -3
(49) COCC(=O)N(C)C[C@@H]1Oc2cc(-c3ccccc3)ccc2S(=O)(=O)N([C@@H](C)CO)C[C@H]1C
    3 | 0 | 0 | 0.3 | 3 | 2 | -5 | -1

Rewritten in transposed form: two of the compounds above.
[41] O=C(Nc1cc(S(=O)(=O)N2CCOCC2)ccc1N1CCOCC1)c1cccs1
[42] COc1ccc(O)c(/C=N/c2sc(C)c(C)c2C#N)c1

assay / compound	41	42
ERp5 block	-14	.
RAD54 inh	2	-10
CASP6 VEID inh	-2	.
E-sel inducer	.	.
PglD DTNB	-9	-1
ARNT-TACC3 inh	.	1
RAD52 inh	-10	.
esBAF inh	-11	3

From PubChem
